# D2 antagonist: D2 dopamine receptor (human) antagonism; HEK293 TREx D2 cells, calcium flux, dopamine EC80; P14416; inhibition, % at 10 µM; 340,000 compounds, 2% hits; in the data active = inhibition above about 30%; note: 0% is about no effect
# Target sequence (P14416 whole entry, looked up): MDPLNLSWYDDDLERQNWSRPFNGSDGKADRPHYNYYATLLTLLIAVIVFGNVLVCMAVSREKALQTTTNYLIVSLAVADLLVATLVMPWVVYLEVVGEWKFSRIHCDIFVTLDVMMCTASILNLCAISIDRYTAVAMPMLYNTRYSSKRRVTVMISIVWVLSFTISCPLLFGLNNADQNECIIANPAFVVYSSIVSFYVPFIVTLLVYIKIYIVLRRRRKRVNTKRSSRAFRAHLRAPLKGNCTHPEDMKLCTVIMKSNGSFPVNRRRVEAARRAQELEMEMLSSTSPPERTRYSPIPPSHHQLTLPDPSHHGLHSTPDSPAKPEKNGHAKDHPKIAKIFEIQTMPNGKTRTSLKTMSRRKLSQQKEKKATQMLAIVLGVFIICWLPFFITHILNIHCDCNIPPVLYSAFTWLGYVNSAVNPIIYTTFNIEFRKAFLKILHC
#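 Calcium mobilization kinetics were recorded at 1 s intervals in tetracycline-induced HEK293 T-REx D2 cells, first for 180 s after compound addition and then 180 s after EC80 dopamine.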
# ERG Ets-DNA blk: ERG Ets/DNA interaction inhibition; fluorescence polarization, His-ERG Ets domain / labelled DNA; P11308; 370,000 compounds, 0.028% hits; AID 624246; Potency, µM (doses to about 76.9 µM), inactives show top-dose FP activity, negative = inhibition, actives largely listed as inhibitors; active = well fitted inhibition curve with a large enough effect in the polarisation, with a control signal flat; inconclusive = small, poorly fitted or top-dose-only effect, or effect the other way, or a change in a side signal; inactive = no such curve, though single readings can be large or run the other way; the % refers to the polarisation;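 note: polarization taken with two DNA probes labelled with fluorescein and Texas red; potency is the fitted concentration of half-maximal effect; % of control where 0% means no effect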
# Target sequence (P11308 whole entry, looked up, the tested form may be a part): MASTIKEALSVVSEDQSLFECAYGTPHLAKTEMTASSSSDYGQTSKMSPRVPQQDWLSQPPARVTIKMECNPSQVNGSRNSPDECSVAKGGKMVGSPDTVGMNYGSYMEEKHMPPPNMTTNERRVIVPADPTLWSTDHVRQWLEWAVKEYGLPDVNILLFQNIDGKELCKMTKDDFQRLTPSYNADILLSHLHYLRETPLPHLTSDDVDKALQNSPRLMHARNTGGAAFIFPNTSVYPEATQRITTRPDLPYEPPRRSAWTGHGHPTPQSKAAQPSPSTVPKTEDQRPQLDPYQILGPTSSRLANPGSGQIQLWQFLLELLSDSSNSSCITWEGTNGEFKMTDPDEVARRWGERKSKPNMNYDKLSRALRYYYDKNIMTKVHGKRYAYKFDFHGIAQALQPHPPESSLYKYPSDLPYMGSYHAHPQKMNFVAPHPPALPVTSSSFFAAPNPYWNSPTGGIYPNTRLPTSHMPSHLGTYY
#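 His-tagged ERG Ets domain (1 uM in the protein solution; 300mM KCl, 50mM Tris-HCl, 1mM EDTA, 1mM DTT, pH 7.5) received compound, then a probe mix of 5 nM fluorescein-DNA and 100nM Texas-615-DNA. Fluorescence polarization was read for both dyes.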
# D2 agonist: agonists of human D2 dopamine receptor. 340,000 compounds, 0.53% hits. activation, % at 2 µM. HEK293 T-REx D2 cells, calcium flux agonist mode;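 active = activation over 3 SD above normal in the single-dose calcium agonist read, cut at about 30% in these data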; note: 0% is about no effect
#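 HEK293 Trex D2 cells, tetracycline-induced, o/n 30 C 5% CO2; no-wash Ca dye, RT 30–90 min; 10-cycle baseline, 23 nl cpd added, kinetic Ca read 180 s; agonist hits = positive Ca response.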
# ALOX12 inh: inhibitors of human 12S-lipoxygenase ALOX12 | 580,000 compounds, 1.1% hits | Potency, µM (series often up to 108 µM), without a hit: at the highest dose activity change, negative = inhibition, actives largely listed as inhibitors | purified 12hLO, xylenol orange hydroperoxide absorbance; note: potency is the fitted concentration of half-maximal effect; % is set by controls: 0 for no effect and ±100 for the full control effect
#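 Purified human 12hLO at 150 nM in 25 mM Hepes, 0.01% Triton X-100, pH 7.0, preincubated 15 min at room temperature with compound. Reaction started with 40 uM arachidonic acid, 30 min at room temperature. Hydroperoxide measured by Fe-xylenol orange, 573/405 nm absorbance ratio.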
# RGS4 inh: human RGS4 inhibition; Transcreener GDP fluorescence polarization, RGS4-accelerated GTP hydrolysis; AID 504845; 390,000 compounds, 0.039% hits; Potency, µM (highest dose often 114 µM), for the others: at the top dose activity change, negative = inhibition, hits mostly inhibitors; note: potency is the fitted concentration of half-maximal effect; % is set by controls: 0 for no effect and ±100 for the full control effect; nearly all actives have a fitted effect of over 75% in size; some results filed as inactive show a strong effect at the top dose
#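 MLSMR compounds (23 nl, pin-transferred) preincubated 10 min at room temperature with a 500nM (2x) first reagent, then RGS4 at 900nM (2x) plus Transcreener GDP mix added; fluorescence polarization (620/688 nm) read before and after 90 min at 30 °C.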
# LDHA block: blocks human lactate dehydrogenase A; P00338; purified LDHA, NADH/diaphorase-resazurin fluorescence; stronger effect = lower value; activity change, % (values are at about 110 or 230 µM); 480,000 compounds, 0.15% hits; AID 1347041; in the data active = activity change below about -30%; inconclusive = mostly about -25% to -30%;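 note: plate controls were DMSO wells for no effect and wells without enzyme for full effect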
#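 LDH5 2 nM; NADH 0.06 mM, pyruvate 0.2 mM; 200 mM Tris pH 7.4, EDTA, Tween-20; 5 min RT. Detection: diaphorase 0.133 mg/mL + resazurin 37 µM, fluorescence ex540/em590 at 0 and 20 min; normalized to enzyme-free and DMSO wells.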
# Vif-A3F inh: inhibitors of Vif-A3F interaction. HeLa A3F-eYFP + Vif (tagged APOBEC3F with the HIV-1 protein that degrades it), YFP fluorescence increase. Potency, µM (highest dose often 46.1 µM), for the others: at the top dose activity, negative = active. 390,000 compounds, 0.2% hits. AID 602313; note: potency is the fitted concentration of half-maximal effect; % of control where 0% means no effect; nearly all actives have a fitted effect of over 65% in size
#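 Fluorescence increase (Ex 488/Em 500-530) after overnight compound treatment at 37 deg C flags inhibition of Vif-driven A3F-eYFP loss in stable HeLa A3F-eYFP/Vif cells seeded overnight beforehand.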
# Vif-APOBEC3G blk: blocks the Vif interaction with human APOBEC3G; Q9HC16; Potency, µM (series often up to 46.1 µM), without a hit: at the highest dose activity, negative = active, hits mostly inhibitors; AID 602310; 410,000 compounds, 0.076% hits; HeLa A3G-eYFP + Vif (tagged APOBEC3G with the HIV-1 protein that degrades it), YFP fluorescence, overnight;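 note: potency is the fitted concentration of half-maximal effect; % is set by controls: 0 for no effect and ±100 for the full control effect; nearly all actives have a fitted effect of over 60% in size; hits raise eYFP signal because A3G escapes Vif-driven loss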
#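 Read-out is eYFP fluorescence (Ex 488/Em 500-530) from Vif-expressing HeLa A3G-eYFP cells; more signal means A3G escaped Vif-mediated degradation. Cells plated overnight, compound pinned in, incubated overnight at 37 deg C.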
# GRP78 ERSR act: inducers of ER stress response in human glioma cells. U87-MG GRP78 promoter luciferase reporter, 16 h. Potency, µM, for the others: at the top dose activation, most hits filed as activators. 420,000 compounds, 0.02% hits; note: potency is the fitted concentration of half-maximal effect; series mostly up to about 76 µM; % of control where 0% means no effect; nearly all actives have a fitted effect of over 35% in size
#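 Stably transfected U87-MG human glioma cells carrying a GRP78-based luminescent sensor were seeded at 1000 cells/well, pin-dosed with compounds and incubated 16 h. Luciferase reagent was then added, and end-point luminescence was read after 10 min at room temperature.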
# An asterisk follows results filed as active; ? = inconclusive; nt = not tested or not shown; [ ] = dose if it differs, or a comment. Unless noted, calls come from the whole dose curve; as a rule, active = well fitted curve in the direction sought with a large enough effect; inconclusive = small, poorly fitted or top-dose-only effect, or another doubt; inactive = no such curve, though single readings can be large; an effect the other way counts as inactive or inconclusive. Not all compounds are listed, so the mix of outcomes need not match the whole.
# Values run as follows: D2 antagonist | ERG Ets-DNA blk | D2 agonist | ALOX12 inh | RGS4 inh | LDHA block | Vif-A3F inh | Vif-APOBEC3G blk | GRP78 ERSR act
- CCOc1ccccc1NC(=O)CSc1nnnn1Cc1ccccc1
→ 10.3 | 12.9% | -1.8 | 8.9% | -5.9% | -1.0 | -3.5% | -1.8% | -0.6%
- COc1ccc(C(CC(=O)N2CCCCC2)NC(=O)C(F)(F)F)cc1 (stereo not drawn)
→ -2.3 | 15.2% | 2.0 | 11.3% | -6.8% | -3.5 | -7.9% | 1.8% | -6.7%
- CCN(CC)CCCN=Cc1c(O)n(-c2ccccc2C)c(=O)c2ccccc12
→ 5.5 | -8.7% | 1.0 | 447.7%[activator] | 15.4% | 0.4 | 1.3% | -3.1% | -3.8%
- COc1ccc(-c2noc(-c3ccc(N4CCN(c5ccccc5)CC4)c([N+](=O)[O-])c3)n2)cc1OC
→ nt | 6.8% | 5.2 | 2.7% | -17.0% | -11.1 | -7.0% | 2.1% | -0.4%
- NC(=O)CC(NC(=O)Cc1cccc2ccccc12)c1ccc(N2CCC(Cc3ccccc3)CC2)c([N+](=O)[O-])c1 (stereo not drawn)
→ 12.2 | 0.3% | 0.1 | -9.6% | -1.7% | -8.4 | -8.8% | -3.1% | -4.1%
- COc1ccc(N2CCN(C(=O)c3cc4c(=O)n(Cc5cccs5)ccc4nc3C)CC2)cc1
→ nt | 2.1% | 0.0 | -17.1% | 10.7% | 7.1 | -9.0% | -24.8% | -2.0%
- COc1cccc(NC(=O)c2ccc(-c3ccccc3[N+](=O)[O-])o2)c1
→ -7.0 | 0.7% | -0.3 | -27.3% | -27.7% | 4.8 | ? | -25.0% | 6.4%
- CCn1c(Cn2nnc(-c3ccccc3)n2)nnc1SCC(=O)Nc1ccc(C(C)=O)cc1
→ -0.4 | nt | 0.5 | 7.4% | 2.4% | -3.6 | 1.2% | 2.2% | 15.4%
- COCc1cc(C)nc(OCC(=O)N/N=C\c2cc(C)n(-c3cccc(C(F)(F)F)c3)c2C)c1C#N
→ -29.6 | -9.3% | -1.8 | 2.9% | 8.8% | -2.6 | nt | -3.2% | -3.0%
- Cc1ccc(S(=O)(=O)N2CCN(C)CC2)cc1
→ -15.7 | -6.4% | -1.8 | 8.3% | 15.0% | -4.5 | 0.7% | -0.1% | 0.0%
- O=S(=O)(c1ccccc1)N1CCN(S(=O)(=O)N2CCCCCC2)CC1
→ 0.7 | 11.8% | 0.2 | -14.1% | -16.1% | -4.7 | -9.9% | -4.8% | -1.1%
- CSc1cccc(NC(=O)CC(c2cccs2)N2Cc3ccccc3C2=O)c1 (stereo not drawn)
→ nt | 8.4% | nt | -2.5% | -13.8% | 5.3 | 1.4% | -1.6% | -0.1%
- O=S(=O)(CCN1CCN(C(c2ccccc2)c2ccccc2)CC1)C(F)(F)F
→ 2.7 | -8.8% | -0.2 | -8.3% | -47.9% | 0.3 | 0.2% | -7.5% | -6.7%
- CC(C)NC(=O)c1cc(C2CCCCN2S(=O)(=O)c2ccc(F)cc2F)on1 (stereo not drawn)
→ nt | nt | nt | -10.8% | nt | 2.6 | nt | 0.9% | -2.6%
- COc1ccc(NC(=S)NC(NC(=O)c2cccc3ccccc23)C(Cl)(Cl)Cl)c([N+](=O)[O-])c1 (stereo not drawn)
→ -2.9 | nt | -1.6 | 5.7% | -16.9% | -1.6 | 1.0% | -0.2% | -2.3%
- NCCCCCc1cn(CC(=O)NCCCCCCCCCCC(=O)N2CCNCC2)nn1
→ -11.1 | 22.2% | -1.2 | -0.3% | 26.3% | -3.0 | 6.1% | 7.7% | -0.6%
- O=C1CCCN1CCCNS(=O)(=O)c1cccc(F)c1
→ 14.9 | -1.7% | 0.2 | 16.9% | -7.9% | -5.8 | ? | -1.8% | -4.8%
- O=C(COc1ccccc1/C=C\c1nc(O)c([N+](=O)[O-])c(=O)[nH]1)Nc1ccccc1
→ 13.3 | -0.8% | 1.0 | 0.2% | -40.9% | -5.3 | 0.1% | 0.0% | 1.9%
- CCCCN(CC)Cc1c(C)[nH]c2c(ccc3ccccc32)c1=O
→ -3.3 | 1.1% | 0.9 | 2.1% | -0.6% | -2.0 | -23.6% | -7.2% | 1.7%
- Cc1ccc(C)c(NC(=O)COC(=O)CNC(=O)c2ccccc2Cl)c1
→ -15.0 | -3.0% | -0.8 | -3.1% | -31.1% | -1.7 | -3.2% | 0.1% | -5.4%
- Cc1ccc(S(=O)(=O)NC(=O)Nc2ccc(C)cc2C)cc1
→ -31.9 | 2.1% | -1.8 | -1.3% | 10.8% | -4.1 | -3.8% | 0.8% | -4.6%
- CCOC(=O)Cc1nn(C(C)C)c(=O)c2ccccc12
→ 1.5 | 5.6% | 0.6 | 11.2% | 5.5% | 0.3 | 4.2% | 6.4% | -1.5%
- Oc1ccccc1C=NC1=NN(c2cccc(C(F)(F)F)c2)CC1
→ 3.1 | -6.0% | 0.0 | ? | -19.7% | 4.7 | -8.8% | -4.5% | -0.8%
- O=C(NCCCN1CCOCC1)c1cc2ccccc2o1
→ -8.8 | nt | -0.2 | 5.0% | 16.2% | -9.5 | -3.1% | 2.2% | -2.0%
- O=C(Nc1ccc2nc(N3CCOCC3)sc2c1)c1ccccc1
→ 10.6 | 14.5% | 0.7 | -8.8% | 1.4% | 0.7 | -2.0% | -22.5% | 5.7%
- O=C(c1ccccn1)N(CC1CCCO1)C1(C(=O)NC2CCCCC2)CCCCC1 (stereo not drawn)
→ 3.6 | 4.2% | 3.8 | 0.0% | -10.0% | -1.8 | -0.1% | -0.2% | -5.4%
- CC(NC(=O)c1ccc2nc(Cc3cccc(Cl)c3)oc2c1)c1ccncn1 (stereo not drawn)
→ nt | nt | nt | -4.4% | nt | -2.0 | 1.6% | -2.9% | -1.6%
- Cc1ccc2nc3c(cc(C(=O)NCC4CCCO4)c(=N)n3C3CCCC3)c(=O)n2c1 (stereo not drawn)
→ 13.6 | 0.8% | 0.3 | ? | 12.6% | 2.6 | -12.2% | -0.1% | -3.4%
- COc1ccc(-c2noc(C3CCCN(C(=O)Nc4ccccc4)C3)n2)cc1 (stereo not drawn)
→ -9.4 | -12.7% | 0.7 | -8.4% | 25.0% | -0.7 | 1.6% | 3.7% | 7.3%
- C=C1CCN([C@H](C(=O)Nc2ccc(OC)cc2)C(C)C)S(=O)(=O)c2ccccc21
→ -7.3 | 1.2% | 0.0 | -21.0% | 10.5% | 0.3 | 3.8% | -4.3% | -1.6%
- Cc1nn(CC(=O)O)c(=O)c2cc3cc(F)ccc3n12
→ nt | -2.5% | -0.5 | -11.1% | 0.5% | -7.5 | 0.7% | 4.5% | -1.1%
- CCCC1(c2ccccc2)NC(=O)N(CC(=O)Nc2sc(-c3ccccc3)cc2C(=O)OCC)C1=O (stereo not drawn)
→ -8.1 | -10.9% | -0.2 | 0.0%[57.4 µM] | -14.4% | -3.4 | -16.6% | -3.3% | -1.6%
- CCOC(=O)Nc1cccc2c1-c1ccc([N+](=O)[O-])cc1C2=O
→ nt | 25.2% | nt | -10.2% | -40.7% | -0.4 | 9.6% | 1.5% | -1.6%
- CCNC(=O)CSc1nnc(C2CC2)n1-c1ccccc1
→ 4.4 | -9.9% | 0.1 | 18.2% | 16.2% | -3.8 | 3.5% | -3.5% | -3.3%
- CN(C)S(=O)(=O)c1ccc(C(=O)Nc2ccc3ncccc3c2)cc1
→ -10.7 | 5.2% | 1.0 | -8.2% | -16.7% | 1.7 | -16.8% | -1.0% | 2.3%
- CCc1cc(-c2cnnn2CCc2c[nH]c3ccccc23)ccc1-c1cn(CC(C)C)nn1
→ nt | nt | nt | -31.1% | nt | -0.8 | -0.6% | -2.6% | -0.6%
- CCc1cccc(NC(=O)c2cnc(SC)nc2-c2ccccc2)c1
→ nt | 4.7% | -1.4 | -7.8% | -2.5% | 10.8 | -4.6% | 1.0% | -3.3%
- CCC(=O)Nc1ccc(NC(=O)CSc2nnnn2-c2cccnc2)cc1C
→ 10.8 | nt | 0.2 | 1.7% | 15.7% | 4.8 | 5.2% | 1.3% | 0.3%
- CC1Cc2ccccc2N1C(=O)CSc1nc2ccccc2n1CC(=O)N1CCOCC1 (stereo not drawn)
→ -33.2 | -0.9% | -0.2 | 14.4% | 22.9% | -5.4 | -0.5% | 0.9% | -5.0%
- O=C(O)C(Cc1ccccc1)n1c(=S)[nH]c2ccccc2c1=O (stereo not drawn)
→ -1.3 | 36.6%[activator] | -2.3 | -13.7% | -10.3% | 1.7 | 3.1% | -0.9% | -2.4%
- CCn1c(SCC(=O)N2CCN(C)CC2)nc2c1c(=O)n(C)c(=O)n2C
→ -7.4 | -2.2% | -3.1 | -9.5% | -15.6% | 0.2 | 0.1% | 0.4% | -3.2%
- O=C(/C=C/c1ccco1)Nc1cccc(-c2nc3ccccc3[nH]2)c1
→ -11.2 | 1.7% | 0.0 | ? | ? | -3.3 | 7.0% | -5.1% | ?
- CC(C1CC1)N(C(=O)c1ccccc1[N+](=O)[O-])c1ccccc1 (stereo not drawn)
→ 5.3 | 3.5% | 1.3 | ? | 52.8% | -16.5 | -5.1% | 4.9% | -5.1%
- CC(NC(=O)CCCOc1ccc(Cl)cc1)c1ccccc1 (stereo not drawn)
→ -4.2 | -0.8% | 0.0 | -11.4% | -10.8% | -1.0 | 17.3% | -0.5% | -1.1%

# Source: PubChem (National Center for Advancing Translational Sciences (NCATS))
